Screens: PubChem BioAssay, several laboratories
sPLA2-III inh = human group III sPLA2 inhibitors, primary screen, biochemical, QFRET, BODIPY PC-A2 liposome substrate; Group 3 secretory phospholipase A2 (Homo sapiens), Q9NZ20; QFRET BODIPY PC-A2 liposome hydrolysis, fluorescence; inhibition, % at 12.2 µM; 370,000 compounds, 0.56% hits; AID 743126, 2013;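 active = inhibition above mean plus 3 SD of compounds lying within the high and low control bounds, cut at about 19% in these data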;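 also: 0% = median of test compound wells and 100% = no enzyme DMSO wells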
DDE Tn7 FP inh = inhibitors of Tn7 peptide binding to fibrin DD(E), primary screen, biochemical, fluorescence polarization, human fibrin, Tn7 probe. FP displacement of FITC-Tn7 peptide from fibrin DD(E); 0% = median of compound wells per plate. inhibition, % at 8.3 µM. Fibrinogen beta chain (Homo sapiens), P02675. 370,000 compounds, 0.13% hits;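 active = inhibition above the mean of compounds falling within the control limits plus 3 SD of them, cut at about 14% in these data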;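 also: 0% = plate median of compound wells and 100% = 10 µM Aha-Tn7 peptide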
Target sequence (P02675 whole entry, looked up): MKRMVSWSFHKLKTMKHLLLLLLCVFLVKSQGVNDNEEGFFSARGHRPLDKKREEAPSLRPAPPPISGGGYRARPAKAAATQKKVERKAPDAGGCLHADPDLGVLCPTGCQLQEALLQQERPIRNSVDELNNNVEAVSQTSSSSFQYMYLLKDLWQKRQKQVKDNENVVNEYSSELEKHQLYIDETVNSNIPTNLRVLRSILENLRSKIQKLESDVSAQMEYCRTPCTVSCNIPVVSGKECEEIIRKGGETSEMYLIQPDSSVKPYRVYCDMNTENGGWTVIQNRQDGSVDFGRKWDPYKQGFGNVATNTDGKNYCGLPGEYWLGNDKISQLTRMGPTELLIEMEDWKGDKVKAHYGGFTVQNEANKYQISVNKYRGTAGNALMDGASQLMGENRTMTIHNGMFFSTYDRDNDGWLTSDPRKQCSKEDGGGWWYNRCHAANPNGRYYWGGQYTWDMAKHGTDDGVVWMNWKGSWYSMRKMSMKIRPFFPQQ
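system = human fibrin DD(E) protein | quantity = DD(E) 2 µM final | medium = Tris/NaCl/CaCl2 buffer, pH 7.8 | also added = labelled Tn7 tracer, 0.1 µM | compound dosing = single point at 8.3 µM | timing = compound with protein 10 min, then 3 h after probe, room temperature | signal = FP measurement | benchmarks = Aha-Tn7 high control | repeats = one replicate per compound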
PLCg1 inh = PLC-gamma1 enzyme inhibitors, primary screen, biochemical, fluorescence, purified enzyme | 1-phosphatidylinositol 4,5-bisphosphate phosphodiesterase gamma-1 (Homo sapiens), P19174 | inhibition, % at 12.2 µM | AID 720700, 2013 | 370,000 compounds, 0.84% hits | fluorogenic substrate; in the data active = inhibition above about 9.5%
NR1D1 modulator = modulators of Rev-erb alpha DNA binding, primary screen, biochemical, FITC-DNA, fluorescence polarization, uHTS | Nuclear receptor subfamily 1 group D member 1 (Homo sapiens), P20393 | activity, % at 10 µM | 370,000 compounds, 0.79% hits | Rev-erbα–FITC-DNA binding, 90 min;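 active = activity above about 14%, limit read from the data; passing the limit was not always enough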;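 also: 0% = DMSO wells with 35 nM protein and 100% = DMSO wells with 750 nM protein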
ARFGAP1 inh = inhibitors of rat ARFGAP1 GAP activity, primary screen, biochemical, fluorescence polarization, GDP tracer; ADP-ribosylation factor GTPase-activating protein 1 (Rattus norvegicus), Q62848; Arfgap1-stimulated ARF1 GTP hydrolysis, GDP FP detection; inhibition, % at 16.5 µM; 360,000 compounds, 0.26% hits; AID 651572, 2012;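 active = inhibition above a per-plate limit, mean inhibition of low control wells plus 3 SD, cut at about 25% in these data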;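 also: 0% = DMSO wells with enzyme and 100% = wells lacking Arfgap1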
Target sequence (Q62848 1-136 limits assumed): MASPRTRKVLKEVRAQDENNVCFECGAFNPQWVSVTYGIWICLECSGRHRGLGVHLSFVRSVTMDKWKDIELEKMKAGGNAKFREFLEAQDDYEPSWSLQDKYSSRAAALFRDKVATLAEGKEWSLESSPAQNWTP
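Assay system: Rat Arfgap1 GAP domain (His6, aa 1-136), purified enzyme | Buffer or medium: HEPES 25 mM pH 7.5, NaCl 150 mM, MgCl2, DTT | Schedule: GTP hydrolysis reaction 2 h at 25 °C | Signal: FP of antibody-bound GDP Alexa 633 tracer, ex 620/em 688 nm | Measure: Percent inhibition of Arfgap1-stimulated GTP hydrolysis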
UHRF1 binding = UHRF1 methylated DNA binding inhibitors, primary screen, counter-screen for MBD2 inhibitor project, biochemical, TR-FRET, human UHRF1, single concentration; E3 ubiquitin-protein ligase UHRF1 (Homo sapiens), Q96T88; UHRF1 binding to methylated oligo; inhibition, % at 4.4 µM; 370,000 compounds, 0.75% hits; AID 687016, 2013; in the data active = inhibition above about 21%;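 also: UHRF1 SRA domain binding a hemimethylated CpG hairpin DNA probe; 0% = median of test compound wells and 100% = reference inhibitor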
PLCb3 inh = human PLC-beta3 inhibitors, primary screen, biochemical, fluorescence. 1-phosphatidylinositol 4,5-bisphosphate phosphodiesterase beta-3 (Homo sapiens), Q01970. Purified PLC-beta3, fluorogenic substrate. inhibition, % at 12.2 µM. 370,000 compounds, 0.18% hits; in the data active = inhibition above about 11%;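 also: 0% = median of compound wells on plate and 100% = full blocker control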
KLK7 zymogen act = proKLK7 zymogen activators, primary screen, biochemical, fluorescence intensity; AID 652039, 2013; purified proKLK7, EDANS-DABCYL substrate fluorescence; 100% is mature enzyme control, 0% vehicle; activation, % at 7 µM; 370,000 compounds, 0.9% hits;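 active = activation above the mean of all tested compounds plus 3 SD, computed per campaign excluding outliers beyond control limits, cut at about 13% in these data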
Target sequence (P49862 whole entry, looked up): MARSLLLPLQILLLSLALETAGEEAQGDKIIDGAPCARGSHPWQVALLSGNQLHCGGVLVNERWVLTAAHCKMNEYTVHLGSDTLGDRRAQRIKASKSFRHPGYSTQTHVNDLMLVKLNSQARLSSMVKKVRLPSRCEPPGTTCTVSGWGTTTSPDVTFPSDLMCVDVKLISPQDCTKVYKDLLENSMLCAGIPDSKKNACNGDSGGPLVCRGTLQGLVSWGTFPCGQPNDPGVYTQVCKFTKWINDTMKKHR
Tn6 DDE FP = inhibitors of Tn6 peptide binding to fibrin DD(E), primary screen, biochemical, fluorescence polarization, human fibrin, Tn6 probe | inhibition, % at 8.3 µM | Fibrin DD(E) TRITC-Tn6 fluorescence polarization displacement | AID 720509, 2013 | 370,000 compounds, 0.21% hits;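 active = inhibition above a per-campaign cutoff: mean of compounds within control limits plus 3 SD, cut at about 15% in these data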;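 also: 0% = median of all compound wells on the plate and 100% = blocking peptide control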
ASAP1 GAP inh = inhibitors of human ASAP1 ArfGAP activity, primary screen, biochemical, fluorescence polarization; Arf-GAP with SH3 domain, ANK repeat and PH domain-containing protein 1 (Homo sapiens), …; ASAP1-stimulated ARF1 GTP hydrolysis, GDP FP detection; inhibition, % at 16.5 µM; 360,000 compounds, 0.19% hits; AID 624377, 2012; in the data active = inhibition above about 25%;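 also: 0% = vehicle with enzyme and substrate and 100% = no enzyme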
Starred values were filed as active, the others as inactive; nt = not tested or not shown.

SMILES	sPLA2-III inh	DDE Tn7 FP inh	PLCg1 inh	NR1D1 modulator	ARFGAP1 inh	UHRF1 binding	PLCb3 inh	KLK7 zymogen act	Tn6 DDE FP	ASAP1 GAP inh
Cc1cc(=O)nc2c3ccccc3n(C(C)C(=O)Nc3c(F)c(F)c(F)c(F)c3F)n12 (stereo not drawn)	0	5	-5	-5	8	6	-8	-0.8	1	-2
COc1ccc(S(=O)(=O)NC(=O)C2(C)CCN2C(=O)C2(c3ccc(Cl)cc3)CCC2)cc1 (stereo not drawn)	-13	-2	1	1	3	1	1	-0.5	-6	-7
COc1cccc(NC(=O)Nc2ccccc2Br)c1	-16	-4	2	3	3	-6	1	-0.5	-7	9
CN1OC(COC(=O)c2ccccc2)CC1c1ccccc1 (stereo not drawn)	-1	-1	-1	-3	6	-1	-2	0.2	3	3
O=C(c1cc2cc([N+](=O)[O-])ccc2oc1=O)N1CCN(c2ncccn2)CC1	2	-8	0	0	10	-2	4	0.6	-12	3
Cc1ccccc1CS(=O)(=O)Cc1ccc(C(=O)Nc2cccc(C)c2C)o1	-11	0	1	-3	nt	-1	5	0.1	7	nt
Nc1ccc(CCCC(=O)NCc2cccnc2)cc1	2	1	1	-10	-4	-1	9	0.1	2	-5
C[C@H]1C=C(C(=O)N2CCN(Cc3ccc4c(c3)OCO4)CC2)O[C@@H](OCc2ccc(CO)cc2)C1	-4	-3	6	-2	8	3	2	-0.5	1	9
CC(C)c1ccc(Nc2ncccc2C(=O)O)cc1	-4	8	2	-3	-4	0	2	-0.3	-5	-1
COC(=O)C(C)n1cnc2c(nnn2-c2ccc(F)cc2)c1=O (stereo not drawn)	22*	4	1	-2	6	4	0	-0.9	3	-3
CCc1ccc(CN2CCC(Oc3ccc(C(=O)NCc4ccccn4)cc3)CC2)o1	-14	-2	-4	-1	0	0	-11	-0.1	4	-12
O=C(c1n[nH]c2ccccc12)N1CCCCC1	8	7	5	2	-11	2	5	0.1	-2	10
CCN1C(=O)CC(N2CCN(c3ccc(Cl)cc3)CC2)C1=O (stereo not drawn)	4	0	0	-1	-2	-1	2	0.0	-3	10
Cc1cccc(N(CC(=O)NC2CCCC2)C(=O)c2nsc(Cl)c2Cl)c1C	-8	-6	0	5	-1	0	-1	-0.3	7	6
O=c1cc(O)c2sc3nc(-c4cccnc4)cc(C(F)(F)F)c3c2[nH]1	4	4	-210	2	0	-6	-261	3.7	-7	10
c1cncc(-c2noc(C34CC5CC(CC(C5)C3)C4)n2)c1	0	-3	0	-4	12	2	1	0.0	-5	-7
COc1ccccc1OCCNC(=O)c1cc(=O)[nH]c2ccccc12	3	-9	-22	8	4	19	-34	0.9	2	9
CCOc1cc(NC(=O)C2CC2)c(OCC)cc1NC(=O)c1ccccc1OCC	-1	3	-31	-1	-1	-3	-34	0.4	11	0
Cc1ccc2nc(C)c(C(=O)O)cc2c1	4	2	-3	3	-3	3	-7	0.0	-2	13
CN=C1NN=C(c2cc(C)n(-c3c(C)n(C)n(-c4ccccc4)c3=O)c2C)CS1	1	2	-3	4	0	-3	-3	0.5	-1	-7
O=C1CN(C(=O)COC(=O)c2ccccc2Br)c2ccccc2N1	-5	-1	1	-4	14	0	-5	0.9	-7	-1
O=C(c1cccnc1)c1cccnc1	11	3	1	-3	-4	2	0	-0.3	-2	-2
CC(=O)Oc1c(C(C)C)cc(N(C(C)=O)c2ccccc2)cc1C(C)C	-4	9	4	1	4	-1	5	0.4	1	-2
CCN(CC)C(=O)c1ccc(-c2nnc(Nc3ccc(C(=O)NC)cc3)c3ccccc23)cc1	10	1	-349	4	18	7	-429	6.1	-5	7
O=C(COC(=O)c1ccc(O)cc1)c1ccc2c(c1)OCCO2	-22	2	-3	-5	2	-1	-2	0.7	0	-14
COc1ccc2c(=O)cc(CO)oc2c1	5	-2	1	5	-4	0	-2	-0.2	5	8
Cc1ccc(C)c(NS(=O)(=O)c2cc(C(=O)NCCC3=CCCCC3)ccc2C)c1	-35	4	0	-2	6	0	-2	-0.1	5	5
Cc1ccc(C)c(NC(=O)CCn2cnnn2)c1	-2	-2	0	-3	-13	5	5	-0.2	4	4
CCCCCn1cc(CCC(=O)Nc2ccc(N(C)c3ccccn3)cc2)c2ccccc21	-22	3	-30	2	8	-2	-36	-3.6	-1	5
Nn1c(SCC(=O)NC2CCCCC2)nnc1-c1cc(-c2ccccc2)n[nH]1	-2	-4	4	1	nt	-2	-7	0.3	-2	nt
N#C/C=C/N1CCC(Cc2ccccc2)CC1	3	-1	3	-4	-7	3	-4	0.1	-4	7
Clc1ccc(CSc2nnc([C@@H]3CCCN3)o2)cc1	2	-6	1	5	-3	-2	0	0.2	13	8
Nc1c(N(CCC2=CCCCC2)C(=O)c2ccco2)c(=O)[nH]c(=O)n1Cc1ccccc1	1	0	-4	-2	-2	-1	-15	0.1	0	14
Cc1ccc(N2CC(C(=O)Nc3cc(S(=O)(=O)N4CCCCC4)ccc3C)CC2=O)cc1 (stereo not drawn)	-20	0	-5	-1	9	0	-4	-0.3	7	6
COc1ccccc1C1NC=C([N+](=O)[O-])C=C1[N+](=O)[O-] (stereo not drawn)	5	5	-6	0	3	-3	-4	-0.5	1	2
Cc1ccc(-n2cccc2/C=N/n2cnnc2)cc1Cl	3	4	1	-2	-5	1	3	-0.3	5	5
CCOC(=O)c1cn2nc(Oc3cccc(F)c3)ccc2n1	-2	-6	-8	-1	6	-2	-14	0.6	-2	3
CC(C)NC(=O)C1(C)CCN1Cc1ccc(Cl)cc1 (stereo not drawn)	5	9	0	3	-2	1	0	0.0	0	5
COc1ccc(CNC(=O)[C@H](Cc2c[nH]c3ccccc23)NC(=O)[C@@H]2Cc3ccccc3CN2)cc1	-5	3	3	4	3	-4	3	-0.2	-4	2
O=C1C(=Cc2ccc(Cl)cc2)Cc2ccccc21	17	11	8	-5	11	1	8	-0.3	-4	-4
CC(CN1CCCCC1)NC(=O)c1cccs1 (stereo not drawn)	10	5	-1	-8	4	2	-3	-0.1	0	-4
Cc1sc2nc(CSc3ccccc3)nc(N3CCN(C)CC3)c2c1C	0	-4	2	-1	15	1	-2	0.4	-7	-2
Cc1ccc(NC(=S)N(CCN2CCCCC2)Cc2ccco2)cc1Cl	9	4	2	-1	-1	2	-5	0.6	1	-12
O=C(CCCSc1nc2ccccc2[nH]1)NCc1ccc(Cl)cc1	-10	-1	1	5	-3	1	-2	0.0	10	4
Cc1ccc(Cc2c(-c3ccccc3)nc3c(C)cc(Br)cn23)cc1	4	5	-7	10	4	14	-8	-0.6	-2	0
Nc1nonc1NN=C1CCCCC1	-12	-2	-1	-1	2	1	-7	0.2	-3	3
O=C(OCn1nnc2ccccc2c1=O)c1cccs1	-4	-2	0	-1	13	0	0	0.4	1	-12
O=C(Cc1cccs1)Nc1cc(SCCO)cc([N+](=O)[O-])c1	-6	2	-3	-2	2	1	0	-0.3	2	-8
Cc1ccc(O)c(C(CC(=O)NCc2cccnc2)c2ccccc2)c1 (stereo not drawn)	0	-3	-7	9	10	-3	-3	0.9	4	8
O=C(c1cccc(S(=O)(=O)N2CCCCCC2)c1)N1CCN(Cc2ccccc2)CC1	-10	-3	-2	-2	2	1	1	0.5	-2	-10
COc1ccc(C(=O)NCC(=O)OCc2ccc([N+](=O)[O-])cc2)cc1	-4	1	0	2	8	0	2	0.4	7	-14
O=S(=O)(c1ccccc1)c1cnc(-c2ccccc2)nc1N1CCCCC1	-7	2	-2	1	2	-2	-3	-0.5	-1	2
c1ccc(-n2nnnc2-n2nnc3ccccc32)cc1	-2	3	-1	-4	-4	-2	-1	-0.1	8	7
CCN1CCN(C(=O)c2nn(-c3ccccc3)c(=O)c3ccccc23)CC1	12	-1	0	-3	3	-1	1	0.4	1	-2
CCOC(=O)CNC(=O)CSc1nc(N(C)C)nc(N2CCOCC2)n1	6	-1	1	-1	1	1	-2	-0.1	-4	9
Cc1ccc(NC(=O)Cn2cnc3cc([N+](=O)[O-])ccc3c2=O)cc1	-4	4	-8	-5	-13	-3	-20	-0.1	-1	4
CCCCCCCCN1C(=O)[C@H](CC(=O)N2CCC(c3ccccc3)CC2)C[C@@]2(C(=O)OC)CCCCC=C12	-1	3	1	3	-1	-1	1	-0.6	-1	-7
C[n+]1cccc(CNC(=O)/C=N/O)c1	7	-1	0	6	10	-1	3	0.4	-1	0
CCN1CCCc2cc(CN(CCN3CCOCC3)C(=S)Nc3ccccc3OC)ccc21	12	-3	-34	-8	8	1	-65	0.6	-4	-5
O=C(NNC1CC(=O)N(c2ccccc2)C1=O)c1ccc(COc2ccccc2Cl)o1 (stereo not drawn)	-22	-5	-5	-1	7	-2	-9	-0.3	0	-3

Brought forward from above: two compounds; new compounds follow.
SMILES	sPLA2-III inh	DDE Tn7 FP inh	PLCg1 inh	NR1D1 modulator	ARFGAP1 inh	UHRF1 binding	PLCb3 inh	KLK7 zymogen act	Tn6 DDE FP	ASAP1 GAP inh
CCN1CCCc2cc(CN(CCN3CCOCC3)C(=S)Nc3ccccc3OC)ccc21	12	-3	-34	-8	8	1	-65	0.6	-4	-5
O=C(NNC1CC(=O)N(c2ccccc2)C1=O)c1ccc(COc2ccccc2Cl)o1 (stereo not drawn)	-22	-5	-5	-1	7	-2	-9	-0.3	0	-3
O=C(NNc1c(Cl)cccc1Cl)c1c(F)cccc1Cl	-5	3	1	-3	-1	1	-6	0.3	12	5
FC(F)(Cl)c1nnc2ccc(Sc3ccccn3)nn12	0	-5	5	-2	4	-1	0	0.0	12	-5
CC(Sc1nnc(-c2ccncc2)n1C)C(=O)Nc1ccc(N2CCOCC2)cc1 (stereo not drawn)	4	0	-3	0	8	-1	-1	-0.2	4	0
CC(C)(C)OC(=O)N1CCN(C(=O)c2cccnc2Cl)CC1	1	7	2	10	13	0	-2	-0.3	-6	13
CC(C)(C)c1ccc(OC(=O)c2ccc3nsnc3c2)cc1	4	2	0	0	16	2	-1	-0.2	-1	2
